Compound activity (PubChem BioAssay)
LMPTP inh: blocks human LMPTP phosphatase; P24666; recombinant LMPTP-A, OMFP fluorogenic substrate, fluorescence intensity; inhibition, % at 20 µM; 360,000 tested, 0.22% active;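 active means compounds that cut the enzyme signal by at least half of the control window in the single-dose screen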;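 further: plate controls were DMSO wells with enzyme plus substrate for no effect and substrate without enzyme for full effect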
Target sequence (P24666 whole entry, looked up): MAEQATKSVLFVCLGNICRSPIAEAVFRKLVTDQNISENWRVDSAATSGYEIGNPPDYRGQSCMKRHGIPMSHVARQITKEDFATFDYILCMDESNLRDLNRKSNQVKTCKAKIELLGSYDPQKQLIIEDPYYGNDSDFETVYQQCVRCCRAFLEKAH
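test system = LMPTP-A | amount = 0.625 nM LMPTP-A final | reagent = fluorogenic phosphatase substrate OMFP at 400 µM final | incubation = 50 min at room temperature | benchmarks = no-enzyme low control, uninhibited high control | medium = Bis-Tris pH 6.0, DTT, detergent | signal = fluorescence intensity of OMFP turnover product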
MsrA inhibitor: inhibits bovine methionine sulfoxide reductase A; purified bovine MsrA, absorbance read-out; inhibition, % at 15.5 µM; 360,000 tested, 0.75% active; AID 651718; in the data active means inhibition above about 4.5%;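 further: 0% = vehicle wells with enzyme and 100% = reference inhibitor wells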
eLon inh: inhibits E. coli Lon protease | P0A9M0 | purified E. coli Lon protease, fluorescence polarization | inhibition, % at 7.94 µM | 360,000 tested, 0.42% active; in the data active means inhibition above about 13%, passing the limit was not always enough;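 further: 0% = enzyme with probe and DMSO and 100% = no enzyme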
Scp1 inh: inhibitors of human Scp-1 phosphatase; Q9GZU7; Recombinant Scp1, phosphopeptide, malachite green phosphate absorbance; inhibition, % at 20 µM; 340,000 tested, 0.88% active; AID 493091;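 active means inhibition above about 50% at 20 µM, limit read from the data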;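 further: plate controls were DMSO wells with enzyme for no effect and wells lacking enzyme for full effect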
Target sequence (Q9GZU7 76-261 limits assumed): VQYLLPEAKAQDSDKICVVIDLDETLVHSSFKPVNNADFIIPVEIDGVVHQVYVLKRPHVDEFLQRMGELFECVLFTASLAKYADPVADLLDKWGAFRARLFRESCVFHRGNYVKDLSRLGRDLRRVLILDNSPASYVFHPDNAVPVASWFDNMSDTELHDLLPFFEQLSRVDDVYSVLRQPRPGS
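Material: truncated SCP-1 phosphatase (76-261aa) / Buffer or medium: 50 mM Tris acetate pH 5.5, 0.005% Tween-20, 10 mM MgCl2 / Compound dosing: one concentration, 20 µM, with 1.0% DMSO / Incubation: 45 min room-temperature reaction, 5 min colour, 30 min stabiliser / Detection: colorimetric free-phosphate detection, absorbance 630 nm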
CendR NRP1 mod: modulators of CendR peptide binding to human neuropilin-1 | O14786 | FAM-RPARPAR peptide binding to NRP-1, fluorescence polarization | inhibition, % at 25 µM | 360,000 tested, 0.85% active | AID 602438;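 active means inhibition or corrected inhibition above about 18%, plus a signal ratio from 0.5 to 1.5, limit read from the data, passing the limit was not always enough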; further: strong numbers were not always called active
Tb MetRS inh: blocks T. brucei methionyl-tRNA synthetase activity | purified T. brucei MetRS, ATP depletion, Kinase-Glo luminescence | inhibition, % at 11.9 µM | 360,000 tested, 0.4% active;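 active means inhibition above a per-plate cutoff of the control wells' mean inhibition plus 3 SD, cut at about 5.5% in these data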;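 further: 0% = DMSO wells median and 100% = median of wells with control inhibitor compound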
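Material: T. brucei methionyl-tRNA synthetase, purified; reagent: substrates ATP, L-methionine and bulk Escherichia coli tRNA; dosing: 11.9 µM single point; timing: 15 min plus 2 h at 25 °C; detection: luminescence of leftover ATP; evaluation: % inhibition; control set: DMSO-only wells as low control; replicates: singlicate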
bovine MsrA act: activates bovine MsrA enzyme. purified bovine MsrA, absorbance read-out. 360,000 tested, 0.3% active. activation, % at 10.6 µM; in the data active means activation above about 7.5%;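 further: 0% = vehicle and 100% = reference activator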
DNMT1 block: blocks human DNA methyltransferase DNMT1; P26358; DNMT1 molecular beacon, Hinp1I cleavage, fluorescence; inhibition (reported as % activation of signal), % at 10 µM; 360,000 tested, 0.83% active; AID 588458; in the data active means inhibition above about 50%
STEP block: inhibitors of human striatal-enriched phosphatase STEP; recombinant STEP, OMFP fluorogenic substrate, fluorescence; P54829; 360,000 tested, 0.25% active; inhibition, % at 20 µM;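 active means inhibition at 20 µM, scaled per plate between control wells, above about 37%, limit read from the data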;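 further: 0% = DMSO with enzyme and substrate and 100% = substrate only without enzyme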
Target sequence (P54829 whole entry, looked up): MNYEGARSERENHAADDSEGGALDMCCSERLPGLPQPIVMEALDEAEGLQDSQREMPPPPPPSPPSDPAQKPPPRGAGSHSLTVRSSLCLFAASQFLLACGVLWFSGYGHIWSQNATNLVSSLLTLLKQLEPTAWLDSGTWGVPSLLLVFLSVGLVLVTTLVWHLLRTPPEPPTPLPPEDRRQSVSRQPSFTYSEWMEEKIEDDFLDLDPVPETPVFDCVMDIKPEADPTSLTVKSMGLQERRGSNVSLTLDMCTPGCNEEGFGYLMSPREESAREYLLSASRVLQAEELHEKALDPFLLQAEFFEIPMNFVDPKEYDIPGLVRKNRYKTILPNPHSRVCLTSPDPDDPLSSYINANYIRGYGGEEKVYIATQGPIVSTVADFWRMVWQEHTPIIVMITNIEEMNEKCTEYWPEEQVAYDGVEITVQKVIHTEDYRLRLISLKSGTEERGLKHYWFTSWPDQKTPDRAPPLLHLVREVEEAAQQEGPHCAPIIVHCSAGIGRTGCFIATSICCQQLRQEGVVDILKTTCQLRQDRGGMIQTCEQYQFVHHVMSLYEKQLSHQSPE
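Material: STEP (striatal-enriched tyrosine phosphatase) enzyme, cell-free; Compound dosing: 20 µM single dose in 1% DMSO; Technique: fluorescence read at 480 nm ex / 540 nm em; Times: reaction 20 min, ambient temperature; Medium: 50 mM Bis-Tris pH 6.0 with 2.5 mM DTT and 0.005% Tween 20; Also added: OMFP at 25 µM.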
SUMO1 PPI mod: SUMO1-SIM interaction modulation. P63165. SUMO1 binding to a labelled peptide, TR-FRET, 1 h. inhibition, % at 20 µM. 360,000 tested, 0.33% active. AID 602429; in the data active means inhibition above about 37%
Target sequence (P63165 whole entry, looked up): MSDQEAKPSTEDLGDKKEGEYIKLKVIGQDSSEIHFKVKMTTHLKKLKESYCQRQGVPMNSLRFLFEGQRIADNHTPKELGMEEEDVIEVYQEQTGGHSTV
* = called active by the depositor; · = no result given; & = joins results of further samples.

SMILES	LMPTP inh	MsrA inhibitor	eLon inh	Scp1 inh	CendR NRP1 mod	Tb MetRS inh	bovine MsrA act	DNMT1 block	STEP block	SUMO1 PPI mod
Cc1ccc(NC(=O)c2nc[nH]c2C(=O)N[C@@H](CCCCNC(=O)OC(C)(C)C)C(=O)OC(C)(C)C)cc1	4.3	1.8	0	-11	18	-0.1	-2	-29	0	2
COc1cc(C(=O)NN(CCC#N)C2=NS(=O)(=O)c3ccccc32)cc(OC)c1OC	-1.5	0.3	5	0	4	-0.2	-1	0	-1	5
Cc1cc(C)n(-c2ccc(C(F)(F)F)cc2[N+](=O)[O-])n1	0.2	0.5	-5	-4	14	0.0	-2	-1	-2	-3
COc1ccc(S(=O)(=O)N2CCOCC2)cc1NC(=O)COc1ncnc2ccccc12	-1.4	-0.7	15	3	7	-1.1	-8	2	1	-2
COc1ccc(NC(=O)c2cc(S(=O)(=O)N3CCOCC3)ccc2C)cc1S(=O)(=O)N1CCCCC1	0.8	0.2	-6	-3	5	-0.2	2	-1	1	-4
COC(=O)N1CC(=O)N(OC)C1c1ccc(Cl)cc1Cl (centres undefined)	-1.4	0.2	-1	-7	2	0.1	0	2	-2	4
Cc1ccc(NC(=O)CN(Cc2ccccc2)S(C)(=O)=O)cc1C	-0.2	1.1	6	-6	-19	-0.3	-4	-3	-3	1
c1cc(SSc2ccncc2)ccn1	20	1.9	-8	5	10	0.6	10*	-4	6	-4
CCC(C)OC(=O)C1=C(C)NC(=O)NC1c1ccc(F)cc1 (centres undefined)	-2.0	0.3	-6	-5	9	-0.1	0	1	8	4
Cc1ccc(CSCC(=O)NCc2ccc3c(c2)OCO3)cc1	-0.4	-0.8	-7	-3	2	-0.6	0	4	2	1
Cc1ccc(SC(C)C(=O)N2CCN(c3ccccc3)CC2)cc1 (centres undefined)	-1.1	0.1	-2	-6	2	0.6	-3	3	1	6
CC(NC(=O)CN(C1CCCCC1)S(C)(=O)=O)c1ccccc1 (centres undefined)	-0.4	-1.7	-3	0	5	0.1	-2	1	0	-3
Clc1ccc(-c2nnc(COc3ncnc4sccc34)o2)cc1	0.8	-0.8	-6	-8	-2	0.1	-1	5	-4	-1
O=C(/C=C/c1cn(CC(O)CN2CCCCCC2)c2ccccc12)c1cccs1 (centres undefined)	4.6	0.3	-237	1	-98	-0.1	0	-4	0	-20
CC(C)(C)C(=O)NC(=C(Cl)Cl)P(=O)(O)O	-1.2	0.6	13	6	6	0.5	-1	1	2	-5
Cc1ccc(-c2nnc(-c3ccc(NC(=O)c4ccco4)cc3)o2)cc1	46	0.3	4	24	-8	-1.2	-7	21	17	20
COc1ccc(CC(=O)Oc2ccccc2C)cc1	0.3	0.7	0	-11	10	-0.7	-3	6	2	1
COc1cc2c(cc1OC)[C@@H]1Cc3cc4c(cc3[C@H](C2)N1C)OCO4	-1.6	-0.8	-5	-8	-5	-0.1	-3	5	-1	-5
Clc1ccc(-n2ncc3c(NCCN4CCOCC4)ncnc32)cc1	0.3	-2.1	-4	2	5	-1.4	-11	-3	0	0
Cn1c(CNC(=O)CCNC(=O)c2ccccc2)cc(=O)n(C)c1=O	-1.7	0.2	3	-7	-6	-0.7	-2	5	-1	-5
CCOc1ccc(NC(=O)[C@H](C)NC(=O)C2CC(=O)N(c3ccc(OC)cc3)C2)cc1 (some centres undefined)	0.4	0.3	7	3	5	-0.7	-10	-2	-4	-1
CCCn1c(N)c(N2CCCCC2)c(=O)n(CC(=O)Nc2ccc(C(C)=O)cc2)c1=O	0.8	-1.2	-1	0	-8	-0.4	-7	-9	-2	3
COc1cc(CN=Cc2c(O)n(Cc3ccccc3)c(=S)[nH]c2=O)cc(OC)c1	4.1	2.0	-6	-14	8	-0.1	-3	0	1	1
COc1ccc(C(=O)COC(=O)c2cc(S(=O)(=O)N3CCCCC3)ccc2N2CCOCC2)c(OC)c1	2.4	1.6	-10	-3	-6	-0.5	-3	-9	0	-33
N/C(=N\OC(=O)CCc1ccccc1)c1cccnc1	-1.3	-1.6	3	6	-13	-1.2	-14	3	1	-6
Cc1oc(C)c(C(=O)Nc2ccc(CC(=O)O)cc2)c1C(=O)Nc1ccc(CC(=O)O)cc1	-0.2	-1.2	-3	-4	-14	0.8	-2	3	-2	2
O=c1ccc(S(=O)(=O)N2CCCC2)cn1Cc1ccc(F)cc1	-1.0	-0.3	-3	0	7	-0.5	-4	1	2	1
Cc1ccc(C(=O)C(OC(=O)COc2ccccc2C)c2ccccc2)cc1 (centres undefined)	4.5	-0.7	-9	-11	-3	-0.5	-10	-7	2	-6
Cc1ccc2cc(CCNC(=O)C(=O)c3c(C)[nH]c4ccccc34)c(=O)[nH]c2c1	-1.1	1.0	-2	-5	0	13*	-5	-3	0	4
COc1ccc(C2CC(c3cccs3)=NN2C(=O)CSc2nncs2)cc1OC (centres undefined)	0.4	0.8	2	-3	29*	-0.2	-2	-1	0	-12
CC(Sc1nnc(-c2cc3ccccc3o2)n1-c1ccccc1)C(=O)O (centres undefined)	-3.2	-0.7	-10	-5	17	-0.8	-5	0	-9	3
CCOCCCNC(=S)NCCCNc1nc2c(C)cc(C)cc2cc1C#N	1.6	-0.1	0	2	-14	-0.8	-1	-14	2	10
Cc1cccc(N2CCN(S(=O)(=O)c3ccc(-c4coc(C)n4)cc3)CC2C)c1 (centres undefined)	2.6	-0.2	4	-5	6	-0.2	7.7*	-4	-1	3
O=C(Nc1cccc(S(=O)(=O)N2CCCC2)c1)[C@@H]1O[C@H](CO)[C@@H](O)[C@H]1O	-1.4	-0.9	3	·	-7	-0.2	-1	3	-3	-8
OC(c1ccccc1)(c1nc(-c2csc3ccccc23)cs1)C(F)(F)F (centres undefined)	2.1	-0.1	9	·	4	-0.2	-4	-9	-3	-4
CC1=NN(C(=S)Nc2ccccc2)C(c2ccccc2)C1 (centres undefined)	0.6	-0.8	84*	-8	-6	0.2	-1	1	0	1
CCCCn1c(SCC(=O)Nc2nc(C)cs2)nnc1-c1cccnc1	-0.8	-0.2	0	-4	5	0.4	2	0	-2	1
Cn1nc(C(=O)OCC(=O)N(Cc2ccccc2)C(C)(C)C)c2ccccc2c1=O	0.7	-1.6	3	-10	7	0.1	2	0	2	-20
O=C(Nc1nnc(-c2ccccc2)o1)c1ccc(Cl)cc1	-0.3	0.6	-5	-4	-4	-1.1	-8	1	2	4
CC1CCc2c(sc3nc(CSc4n[nH]c(N)n4)[nH]c(=O)c23)C1 (centres undefined)	-13	0.4	-6	-3	3	0.6	-1	-7	0	0
CC(=O)Nc1ccc(S(=O)(=O)Nc2ccc3c(c2)OCO3)cc1	-0.3	0.0	-4	4	8	-0.1	-2	-2	2	5
O=S(=O)(NN1CCOCC1)c1cc(Cl)cc(Cl)c1O	-1.7	0.7	-4	2	4	-0.4	2	4	2	16
CCCn1c2ccc(F)cc2c2nnc(NN)nc21	0.7	0.4	-6	-5	6	-0.3	-4	-17	-2	-11
CCSc1nc2nccnc2c(=O)[nH]1	0.7	0.3	11	-3	3	-0.2	1	2	-3	-2
CC1CCc2[nH]c3ccc(C(=O)N4CCCC(C(F)(F)F)C4)cc3c2C1 (centres undefined)	2.9	0.4	-2	0	-3	-0.5	-2	3	6	6
COc1ccc(C)cc1NS(=O)(=O)c1ccc2c(c1)n(C)c(=O)n2C	0.5	1.0	-6	-5	12	-0.4	-1	-1	0	5
CN(C)/C=C(/C(=O)c1ccc(Cl)cc1)S(=O)(=O)c1ccc(Cl)cc1	-1.2	-0.1	5	-3	-9	-0.5	-11	0	1	1
O=C(CSc1nc2ccccc2c(=O)n1-c1ccc(OC(F)F)cc1)NCc1cccs1	0.6	-0.9	6	-10	-2	0.8	-4	-2	2	-1
CCOC(=O)C1CCN(C(C(=O)NC2CCCC2)c2ccc(C)cc2)CC1 (centres undefined)	-0.7	0.3	9	-13	-4	-0.3	-2	1	-2	-1
COC(=O)c1ccccc1NC(=O)c1ccc(-c2cccc(Cl)c2)o1	-1.7	-0.5	-2	0	-1	0.2	-1	2	2	-2
CCN1CCN(CC(O)COc2ccc(C)c(C)c2)CC1 (centres undefined)	-4.0&-3.9	-0.8&0.5	-3&0	-4&4	8&-10	0.1&-0.1	-1&3	0&-1	-4&-2	0&-3
CCc1cc2c(Sc3nc4ccccc4s3)ncnc2s1	1.0	2.2	-9	-15	8	0.5	0	6	0	-2
CCOC(=O)N1CCN(S(=O)(=O)N2CCCC(C(=O)NCc3ccccc3OC)C2)CC1 (centres undefined)	-1.2	-1.8	-7	-6	10	0.1	-5	4	-2	1
Cc1ncc(CO)c(/C=N/NC(=S)Nc2ccc(F)cc2)c1O	0.6	2.7	-24	-13	-19	2.2	-4	-23	1	3
CC(=O)c1cccc(NC(=O)c2sc3nc4n(c(=O)c3c2C)CCCCC4)c1	0.2	-0.3	-10	-1	5	0.2	-1	0	0	-1
CCN(C(=O)COC(=O)c1c2c(nc3ccccc13)CCC2)c1c(N)n(Cc2ccccc2)c(=O)[nH]c1=O	0.9	0.7	3	5	-15	-0.1	0	-8	3	-3
COc1ccccc1NC(=O)CSc1nc2sc(C)c(C)c2c(=O)n1C	1.7	-1.3	-5	-9	1	-0.7	-4	-2	3	14
COc1ccc2c(c1)OCC(O)(c1ccccc1)C2=O (centres undefined)	-2.4	0.6	-8	-8	1	0.1	-3	2	10	-1
CC(=O)OCC(=O)NCCCOc1cccc(CN2CCCCC2)c1	-1.8	-1.0	-7	-6	-14	-0.5	-2	8	-3	-2
COc1ccc(-n2nc(C(=O)NCC(=O)NCCC3=CCCCC3)c3ccccc3c2=O)cc1OC	2.3	2.1	4	-8	8	-0.2	-3	0	-1	0
Cc1ccc(-c2c3c(=O)n(C)c(=O)n(C)c3cn2-n2cnnc2)cc1	-2.0	0.8	12	-6	1	-0.8	-4	1	-3	-4
COc1ccc(NC(=O)c2ccccc2C)cc1	-1.6	0.4	9	-2	-5	-1.1	-3	5	-2	1
